Screening data as filed in PubChem.
TCR CD3 inh: inhibitors of human TCR-CD3 interaction | TAMRA-labeled TCR probe fluorescence, biochemical | inhibition, % at 9.4 µM | 0.37% of 360,000 active | AID 651800; in the data active = inhibition above about 19%;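 note: recombinant mutant TCR 2C K166C tagged with TAMRA read by polarization; 0% = receptor in buffer alone and 100% = receptor with positive control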
PRMT1 FP inh: PRMT1 (human) inhibition, primary screen. Q99873. recombinant PRMT1, activity-based probe fluorescence polarization. inhibition, % at 2.79 µM. 1.3% of 370,000 active;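 active = inhibition above about 21% made by adding two undisclosed values, limit read from the data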
Target sequence (Q99873 whole entry, looked up): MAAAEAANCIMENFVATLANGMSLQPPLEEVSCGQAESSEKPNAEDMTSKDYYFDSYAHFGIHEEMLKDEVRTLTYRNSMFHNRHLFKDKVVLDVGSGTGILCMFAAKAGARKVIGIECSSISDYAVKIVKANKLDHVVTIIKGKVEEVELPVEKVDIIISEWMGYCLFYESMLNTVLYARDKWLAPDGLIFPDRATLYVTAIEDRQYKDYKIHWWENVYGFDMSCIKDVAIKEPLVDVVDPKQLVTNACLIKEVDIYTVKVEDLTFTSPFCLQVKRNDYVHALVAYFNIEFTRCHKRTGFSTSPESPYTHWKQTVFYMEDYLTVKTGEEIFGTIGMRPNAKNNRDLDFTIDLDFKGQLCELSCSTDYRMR
PG9 binder: PG9 antibody binding by small molecule | TR-FRET gp120-PG9 antibody binding | inhibition, % at 6.7 µM | 0.43% of 360,000 active; in the data active = inhibition above about 8.5%
Rev-erbA mod: Rev-erb alpha (human) modulation | P20393 | Rev-erbα–FITC-DNA binding, fluorescence polarization, 90 min | activity, % at 10 µM | 0.79% of 370,000 active;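 active = activity above about 14%, limit read from the data; passing the limit was not always enough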;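 note: 0% = DMSO wells with 35 nM protein and 100% = DMSO wells with 750 nM protein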
LEDGF integ inh: blocks HIV-1 LEDGF/p75-dependent DNA integration | TR-FRET IN-LEDGF/p75 DNA integration, Eu/Cy5 | inhibition, % at 3.7 µM | 0.64% of 370,000 active | AID 743269;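 active = inhibition above the screen-wide mean plus 3 SD, cut at about 13% in these data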;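 note: signal is the Cy5 over europium emission ratio at 671 and 618 nm; 0% = plate median of compound wells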
ABHD4 inh: inhibitors of mouse ABHD4. 0.54% of 370,000 active. AID 720543. inhibition, % at 8.92 µM. purified mABHD4, FP-Rh probe fluorescence polarization. Q8VD66;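 active = inhibition exceeding the mean over every tested compound plus 3 SD, cut at about 30% in these data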;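 note: 0% = plate median of compound wells and 100% = S159A mutant with DMSO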
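Test system: mABHD4 protein; Read-out basis: % inhibition; Incubation: 45 min + 60 min at 25 °C; Repeats: single replicate; Technique: fluorescence polarization with parallel and perpendicular emission, 525/598 nm; Compound: 8.92 µM, single dose; Benchmarks: full inhibition S159A mutant plus DMSO, zero as sample-well median.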
HTRA1 inh: HTRA1 (human) protease inhibition; recombinant HTRA1, FP-rhodamine activity-based probe, fluorescence polarization; inhibition, % at 5.96 µM; 0.5% of 340,000 active; AID 504803; in the data active = inhibition above about 36%;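 note: 0% = enzyme with DMSO and 100% = wells lacking enzyme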
Target sequence (Q92743 whole entry, looked up): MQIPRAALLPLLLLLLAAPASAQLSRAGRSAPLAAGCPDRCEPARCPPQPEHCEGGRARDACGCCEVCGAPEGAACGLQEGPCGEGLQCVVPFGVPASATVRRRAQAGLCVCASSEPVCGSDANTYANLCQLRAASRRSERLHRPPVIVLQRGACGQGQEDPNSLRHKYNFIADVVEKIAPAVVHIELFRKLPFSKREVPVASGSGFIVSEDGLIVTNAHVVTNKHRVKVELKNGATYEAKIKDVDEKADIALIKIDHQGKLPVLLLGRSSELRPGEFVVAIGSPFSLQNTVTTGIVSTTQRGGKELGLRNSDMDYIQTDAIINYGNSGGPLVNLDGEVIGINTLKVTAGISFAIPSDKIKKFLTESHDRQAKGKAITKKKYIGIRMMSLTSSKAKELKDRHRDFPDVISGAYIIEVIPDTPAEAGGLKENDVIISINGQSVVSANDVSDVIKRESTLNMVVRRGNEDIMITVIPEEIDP
UHRF1 MBD2 ctr: blocks human UHRF1 binding to methylated DNA. Q96T88. UHRF1 binding to methylated oligo, TR-FRET. inhibition, % at 4.4 µM. 0.75% of 370,000 active; in the data active = inhibition above about 21%;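 note: UHRF1 SRA domain binding a hemimethylated CpG hairpin DNA probe; 0% = median of test compound wells and 100% = reference inhibitor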
rCAG RNA binder: r(CAG) repeat RNA binding; 1.3% of 370,000 active; inhibition, % at 3 µM; TO-PRO-1 dye displacement fluorescence;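 active = inhibition above the plate cutoff, the mean of all test compounds on that plate plus 3 SD, cut at about 35% in these data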;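 note: 0% = DMSO alone and 100% = 100 µM mitoxantrone as full dye displacement; higher means more dye released from RNA so lower well fluorescence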
MBD2 DNA inh: MBD2-methylated oligo binding inhibition | Q9UBB5 | TR-FRET, MBD2 binding to methylated oligonucleotide | inhibition, % at 4.4 µM | 0.31% of 370,000 active | AID 686964; in the data active = inhibition above about 13%
Starred values were filed as active, the others as inactive; . = no result given; & = joins results of further samples. Only part of the results is shown, so the mix of outcomes need not match the whole.

compound | TCR CD3 inh | LEDGF integ inh | MBD2 DNA inh | rCAG RNA binder | ABHD4 inh | UHRF1 MBD2 ctr | PG9 binder | Rev-erbA mod | PRMT1 FP inh | HTRA1 inh
Brc1ccc(-c2nnc(-c3ccccc3Br)o2)cc1 | 8 | 4 | 1 | 1 | -6 | 0 | 0.5 | 1 | -1 | -6
COc1ccc(C(=O)Nc2c(N)nc(SCC(=O)Nc3ccc(C(C)=O)cc3)[nH]c2=O)cc1 | 5 | 0 | 0 | 1 | 4 | 2 | -1.6 | 1 | 1 | 18
Cn1c(SCC(=O)N2CCCC2)nnc1-c1ccc(S(=O)(=O)N2CCCC2)cc1 | -3 | -2 | 4 | -2 | 8 | 0 | -1.0 | -2 | 2 | 6
CSc1nnc(C)c(=O)n1COC(=O)c1ccc(S(=O)(=O)N(C)C)cc1 | 4 | 1 | 1 | -1 | -3 | -5 | -2.6 | 1 | 1 | 1
CCS(=O)(=O)c1nc(S(=O)(=O)c2ccc(C)cc2)c(N2CCOCC2)s1 | -7 | -3 | 7 | -4 | -15 | 4 | 0.8 | -2 | 3 | -6
CCN(CC(=O)NCc1ccc(Cl)cc1)C(=O)c1ccc(S(=O)(=O)NCc2ccco2)cc1 | 0 | -2 | 5 | -3 | -3 | 9 | -0.4 | -4 | 5 | 1
CCCCOCCCNC(=O)C[C@H]1C(=O)N(CCCOC)C2=CCCCC[C@]21C(=O)OC | . | -2 | 2 | -3 | -3 | 0 | . | 0 | 0 | .
O=C(Nc1ccc(Br)cn1)C1CCN(S(=O)(=O)c2cccs2)CC1 | -1 | 3 | 1 | -1 | -1 | 2 | -0.5 | 6 | -2 | 2

Following part
compound | TCR CD3 inh | LEDGF integ inh | MBD2 DNA inh | rCAG RNA binder | ABHD4 inh | UHRF1 MBD2 ctr | PG9 binder | Rev-erbA mod | PRMT1 FP inh | HTRA1 inh
Cc1c(NC(=O)CC(C)C)c(=O)n(-c2ccccc2)n1C | -5 | -7 | 1 | -1 | 1 | 2 | -0.1 | 3 | 0 | 8
Cc1noc(C)c1NC(=O)N(C)C[C@H]1OCCCC[C@@H](C)Oc2ccc(NC(=O)Nc3ccc(F)cc3)cc2C(=O)N([C@@H](C)CO)C[C@H]1C | 5 | 3 | 1 | 4 | 0 | 2 | -1.0 | -3 | 1 | 3
COC(=O)C1=C(C)NC(C)=C(C(=O)OC)C1C(=O)OCCN1C(=O)c2ccccc2C1=O | -6&3 | -3&2 | -6&3 | 0&-6 | 3&2 | 3&0 | -2.3&1.6 | 5&6 | -2&-3 | 0&-1
O=C(COc1ccccc1[N+](=O)[O-])OCC(=O)N1CCC(Cc2ccccc2)CC1 | -1 | -1 | -6 | -5 | -5 | -3 | -2.5 | -1 | 2 | -1
CCOC(=O)c1c(NC(=O)C[n+]2ccc(N(C)C)cc2)sc(C)c1C | 4 | 0 | 0 | 1 | -6 | 0 | -3.0 | 6 | -1 | 5
CCC1CCCCN1CCCNC(=O)Cn1c(=O)c2cccn2c2ccccc21 (stereo unspecified) | 2 | -1 | 3 | -1 | 0 | -2 | 1.0 | 2 | -2 | 1
CCOC(=O)N1CCN(C2=CC(=O)OC23CCCCC3)CC1 | -6 | -1 | -3 | -5 | -8 | 3 | -1.0 | -2 | -2 | 1
CCN1CCCC1CNC(=O)C1CCCN(S(=O)(=O)c2cccc3nsnc23)C1 (stereo unspecified) | -5 | 1 | -3 | 13 | 7 | -1 | 1.8 | -1 | 0 | 7

Following part:
compound | TCR CD3 inh | LEDGF integ inh | MBD2 DNA inh | rCAG RNA binder | ABHD4 inh | UHRF1 MBD2 ctr | PG9 binder | Rev-erbA mod | PRMT1 FP inh | HTRA1 inh
Cc1ccc(NC(c2ccccc2)c2nc3ccccc3[nH]c2=O)cc1 (stereo unspecified) | 7 | 2 | -1 | 2 | -2 | -3 | -0.2 | 3 | 0 | 6
CCOc1nc2cnccc2n(CC(=O)Nc2c(F)c(F)cc(F)c2F)c1=O | -3 | 1 | 4 | 3 | 3 | 0 | -1.4 | -3 | 2 | 7
CSc1cccc(NC(=O)/C=C/c2ccccc2)c1 | 0 | 0 | -5 | 5 | -30 | -1 | -0.1 | 0 | -6 | -47
COC(=O)c1cc(N2CCNCC2)nc2ccccc12 | 0 | -4 | 0 | 0 | 2 | -4 | -0.3 | -1 | 5 | 4
Cc1c(Cl)cccc1NC(=O)CCCn1nc([N+](=O)[O-])cc1C | -8 | -2 | -1 | -3 | 1 | -2 | -1.1 | 0 | 3 | -2
Cc1ccc(S(=O)(=O)N2CCC(=O)N(CCOC(=O)Nc3ccc(C)c(C)c3)CC2)cc1 | 3 | 1 | -3 | -3 | -2 | 0 | -1.2 | 2 | 1 | -8
O=C(O)COc1ccccc1-c1ccccc1 | 1 | 0 | -7 | -1 | 6 | 1 | 0.6 | -1 | 0 | 5
CCOc1ccc(-n2c(Cc3ccccc3)nnc2SCc2c(C)noc2C)cc1 | 9 | 2 | -1 | -7 | 4 | -2 | -1.9 | 1 | -2 | -2

(more compounds)
compound | TCR CD3 inh | LEDGF integ inh | MBD2 DNA inh | rCAG RNA binder | ABHD4 inh | UHRF1 MBD2 ctr | PG9 binder | Rev-erbA mod | PRMT1 FP inh | HTRA1 inh
CN1CCN(c2ccccc2NC(=O)c2c(F)cccc2F)CC1 | 2 | -1 | 0 | -2 | -4 | 1 | 0.1 | 1 | -1 | 3
COC1=CC(=O)OC(c2cccc(C(F)(F)F)c2)C1 (stereo unspecified) | 2 | 0 | 4 | -1 | 4 | 0 | 0.3 | -6 | 2 | .
COc1ccc(NC(=O)CSCC(=O)N2CCN(c3cccc(C(F)(F)F)c3)CC2)cc1 | -5 | 4 | 2 | -2 | -6 | 0 | -2.4 | 2 | 1 | -5
CN(C)S(=O)(=O)N(CC(=O)NCCSCc1ccc(Cl)cc1)c1ccccc1 | 2 | 4 | 2 | -9 | -21 | 2 | -1.7 | -2 | -8 | -12
Nc1c(C(=O)NCC2CCCO2)sc2nc3c(c(-c4ccco4)c12)CC/C3=C\c1ccco1 (stereo unspecified) | 39* | 65* | 21* | 60* | 32* | 42* | -2.7 | -33 | 36* | 40*
CCCC(=O)Nc1ccc2c(c1)nc(CCN1CCCCC1)n2C | -3 | 1 | 2 | -1 | 6 | -1 | 0.9 | 1 | -1 | 4
C#CCNC(=O)C1=C[C@@H](C2CC2)C[C@@H](OCCCCO)O1 | -2 | -2 | -1 | 4 | -4 | 5 | -2.6 | -4 | 0 | -2
COc1ccc(C)cc1NC(=O)CN1C(=O)COc2ccc(S(=O)(=O)N3CCOCC3)cc21 | -2 | 1 | 1 | -1 | 1 | -2 | 0.2 | 4 | -1 | 1

A different layout for part of the listing above.
Sequence of screens – TCR CD3 inh | LEDGF integ inh | MBD2 DNA inh | rCAG RNA binder | ABHD4 inh | UHRF1 MBD2 ctr | PG9 binder | Rev-erbA mod | PRMT1 FP inh | HTRA1 inh
> COc1ccc(C)cc1NC(=O)CN1C(=O)COc2ccc(S(=O)(=O)N3CCOCC3)cc21
 : -2 | 1 | 1 | -1 | 1 | -2 | 0.2 | 4 | -1 | 1
> COC1=CC(=O)OC(c2cccc(C(F)(F)F)c2)C1 (stereo unspecified)
 : 2 | 0 | 4 | -1 | 4 | 0 | 0.3 | -6 | 2 | .
> COc1ccc(NC(=O)CSCC(=O)N2CCN(c3cccc(C(F)(F)F)c3)CC2)cc1
 : -5 | 4 | 2 | -2 | -6 | 0 | -2.4 | 2 | 1 | -5
> Nc1c(C(=O)NCC2CCCO2)sc2nc3c(c(-c4ccco4)c12)CC/C3=C\c1ccco1 (stereo unspecified)
 : 39* | 65* | 21* | 60* | 32* | 42* | -2.7 | -33 | 36* | 40*
> CCCC(=O)Nc1ccc2c(c1)nc(CCN1CCCCC1)n2C
 : -3 | 1 | 2 | -1 | 6 | -1 | 0.9 | 1 | -1 | 4
> CN(C)S(=O)(=O)N(CC(=O)NCCSCc1ccc(Cl)cc1)c1ccccc1
 : 2 | 4 | 2 | -9 | -21 | 2 | -1.7 | -2 | -8 | -12

Other records:
compound | TCR CD3 inh | LEDGF integ inh | MBD2 DNA inh | rCAG RNA binder | ABHD4 inh | UHRF1 MBD2 ctr | PG9 binder | Rev-erbA mod | PRMT1 FP inh | HTRA1 inh
COC(=O)C1CN(Cc2ccc(C)cc2)CCS(=O)(=O)N1Cc1cn(Cc2ccccc2)nn1 (stereo unspecified) | . | 8 | -3 | -2 | 5 | 11 | . | -7 | -3 | .
COC(=O)C1=C(C)n2cnnc2NC1c1ccc(Cl)cc1 (stereo unspecified) | 2 | -1 | -1 | -2 | -5 | 0 | 0.2 | -11 | -1 | 4
O=C1NCC(NC(=O)C(F)(F)F)c2cc3c(cc21)OCO3 (stereo unspecified) | 4 | -4 | 0 | 1 | 0 | 1 | -1.2 | -3 | 0 | 1
CCN(CC(=O)Nc1ccc(NC(C)=O)cc1)C(=O)c1cccc(S(=O)(=O)N2CCc3ccccc3C2)c1 | 8 | -1 | 9 | 6 | -11 | 2 | 1.5 | 3 | 7 | -1
CCOc1ccc(CCN2C(=S)N([C@@H](CC(C)C)CN3CCC[C@@H]3CN3C(=S)NC[C@@H]3CC(C)C)C[C@@H]2Cc2ccc(O)cc2)cc1 | 8 | -3 | -9 | 14 | -7 | -2 | 0.3 | -1 | 0 | .
CCOC(=O)C1(CCc2ccccc2)CCN(C(=O)CCc2cnccn2)CC1 | 1 | -4 | 3 | -8 | 5 | 1 | 0.8 | -4 | 2 | 2
Cc1onc(-c2c(F)cccc2Cl)c1C(=O)Nc1c(C)n(C)n(-c2ccccc2)c1=O | -3 | 0 | -2 | -3 | -5 | -1 | -0.9 | -3 | -3 | 3
CC(C)(C)CNC(=O)C1(C)CCN1C(=O)Cc1ccc(-c2ccccc2)cc1 (stereo unspecified) | 0 | 0 | -6 | 0 | -6 | -2 | -0.8 | -5 | 0 | .

Next part
compound | TCR CD3 inh | LEDGF integ inh | MBD2 DNA inh | rCAG RNA binder | ABHD4 inh | UHRF1 MBD2 ctr | PG9 binder | Rev-erbA mod | PRMT1 FP inh | HTRA1 inh
CC(C)(C)NC(=O)C1Cc2ccccc2CN1 (stereo unspecified) | 9 | -5 | -3 | -1 | 1 | 0 | 0.1 | 5 | -2 | 0
C=CCN1[C@@H](C)COc2cc(N3CCSCC3)ccc2S1(=O)=O | . | 4 | 0 | 0 | -6 | -4 | . | 1 | 3 | .
CCOc1ccc(C(=O)OC(C)C(=O)N2CCN(Cc3ccccc3)CC2)cc1 (stereo unspecified) | 4 | -1 | -2 | 1 | -5 | -3 | 0.8 | -12 | 0 | 8
O=C(O)COc1ccc(/C=N/Nc2nc(Nc3ccccc3)nc(N3CCCCC3)n2)cc1 | 4 | 2 | -6 | 5 | 0 | -4 | -1.4 | -1 | -1 | -3
Cc1ccccc1C(=O)N1CCC(C(=O)NC(C)c2ccc(-n3ccnc3)cc2)CC1 (stereo unspecified) | -3 | 1 | 3 | -6 | 4 | -1 | 1.2 | 8 | 1 | 3
COc1ccc(CNC(=O)OC2CC3CC2[C@H]2CCCCN2C3)cc1 (stereo partly specified) | . | 2 | 5 | 4 | 1 | 1 | . | 0 | -7 | .
Cc1cccc(OCCC(=O)Nc2c(C)n(C)n(-c3ccccc3)c2=O)c1 | -10 | 1 | 8 | -2 | -7 | 6 | 1.4 | 2 | 1 | 4
O=C(OCc1cn(Cc2ccc(Cl)cc2)nn1)N1CCOCC1 | . | 0 | 1 | -2 | -2 | -2 | . | 6 | -2 | .
Cc1onc(-c2ccccc2)c1C(=O)N1CCC(C)(C(=O)O)C1 (stereo unspecified) | 2 | 0 | 2 | 0 | 4 | -2 | -0.5 | -7 | 1 | .
